Screening results: PubChem, National Center for Advancing Translational Sciences (NCATS)
PI5P4K alpha inh: qHTS for Inhibitors of phosphatidylinositol 5-phosphate 4-kinase (PI5P4K); hit rate 1.2% among 330,000; PI5P4Kalpha enzyme, ADP-Glo luminescence, 60 min; stronger effect = lower value; max response, %; Phosphatidylinositol 5-phosphate 4-kinase type-2 alpha (Homo sapiens), P48426; AID 652105, 2013; active means max response of -50% or lower; inconclusive means between -30% and -50%; inactive means -30% or higher; further: value at the top dose of about 77 µM; on the % scale 0 is the no-effect control and ±100 the full control effect
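qHTS, 1536-well: enzyme/substrate mix, compound by pin tool, 5 microM ATP final; RT 60 min; ADP-Glo reagents 1 (45 min) then 2 (30 min); luminescence.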
PLK1 PBD block: qHTS for Inhibitors of PLK1-PDB (polo-like kinase 1 - polo-box domain): Primary Screen | hit rate 2.8% among 360,000 | Serine/threonine-protein kinase PLK1 (Homo sapiens), P53350 | Plk1 PBD binding of FITC phosphopeptide, fluorescence polarization | Potency, µM, without a hit: max response, negative = inhibition, most hits filed as inhibitors; further: potency means the concentration at half of the fitted maximal effect; series mostly up to about 57 µM; on the % scale 0 is the no-effect control and ±100 the full control effect; nearly all actives have a fitted effect of over 65% in size
Abeta yeast res: qHTS for compounds that reverse cellular toxicity of Amyloid beta (A-beta) peptide in yeast: Primary Screen; yeast expressing A-beta42, growth rescue, OD600, 48 h; response scale: 0% DMSO, 100% iron-clioquinol control; Potency, µM (titrated, usually from 46.1 µM), without a hit: at the highest dose growth rescue, hits mostly activators; hit rate 0.063% among 410,000; AID 1347071, 2019; further: potency means the concentration at half of the fitted maximal effect; nearly all actives have a fitted effect of over 55% in size
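Growth rescue measured by 600 nm absorbance after 48 h yeast culture at 30 C with compound. Values normalized between DMSO and an equimolar ferric chloride plus clioquinol control.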
EPAC1 antagonist: qHTS for Antagonist of cAMP-regulated guanine nucleotide exchange factor 3 (EPAC1): primary screen; Rap guanine nucleotide exchange factor 3 (Homo sapiens), O95398; Potency, µM (doses to about 115 µM), without a hit: top-dose activity change, negative = inhibition, usual class: inhibitors; EPAC1 GEF assay, Rap1b-BODIPY-GDP exchange fluorescence; AID 720709, 2013; hit rate 0.14% among 360,000;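 further: potency means the concentration at half of the fitted maximal effect; plate controls were vehicle for no effect and positive control for full effect; nearly all actives have a fitted effect of over 50% in size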
aSyn yeast inh: qHTS of alpha-syn Inhibitors. hit rate 0.14% among 370,000. Yeast expressing alpha-synuclein, growth rescue, BacTiter-Glo, 24 h. Potency, µM (titrated, usually from 46.1 µM), for inactives: top-dose growth rescue (activation), usual class: activators; further: potency means the concentration at half of the fitted maximal effect; % of control where 0% means no effect; nearly all actives have a fitted effect of over 65% in size
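Screening used galactose-induced yeast with toxic alpha-synuclein levels, exposed to compound for 24 hr at 30 deg C. Cell growth, read with BacTiter-Glo luminescence, gave the measured signal.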
IL-2 act: qHTS of IL-2 Activators; hit rate 0.065% among 360,000; activation, % (series mostly up to about 46 µM); IL-2 activation reporter assay, cell-based qHTS; stimulated with anti-CD3/CD4/CD28 beads; in transgenic mouse T cells; AID 652025, 2013; in the data active means activation above about 50%; inconclusive means mostly about 30% to 49%; further: 0% is about no effect
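EGFP and DsRed fluorescence is measured by plate cytometry in unstimulated transgenic mouse T cells exposed to compound for 60 minutes, then stimulated 18 hours at 37 degrees C with anti-CD3/anti-CD4 beads plus anti-CD28.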
FUS yeast rescue: qHTS for Suppressors of FUS Proteinopathy: Primary screen using FUS-linked yeast assay. S. cerevisiae FUS-expressing, growth rescue, OD600, 24 h. Potency, µM (doses to about 76.6 µM), inactives show top-dose growth rescue (activation), usual class: activators. hit rate 0.24% among 390,000;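 further: potency means the concentration at half of the fitted maximal effect; plate controls were DMSO vehicle for no effect and reference control for full effect; nearly all actives have a fitted effect of over 55% in size; some results filed as inactive show a strong effect at the top dose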
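Compound concentration series was pinned onto galactose-induced FUS-expressing yeast seeded at OD 0.005. Plates sat 24hr at 30C; absorbance at 600 nm gave growth. DMSO served as background control.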
EPAC1 agonist: qHTS for Agonist of cAMP-regulated guanine nucleotide exchange factor 3 (EPAC1): primary screen; Rap guanine nucleotide exchange factor 3 (Homo sapiens), O95398; EPAC1 agonist qHTS, biochemical assay; response scale: 100% = response to 6.5 mM cAMP; Potency, µM (doses to about 154 µM), for inactives: at the top dose activation, hits mostly activators; hit rate 0.073% among 360,000; AID 720707, 2013; further: potency means the concentration at half of the fitted maximal effect; nearly all actives have a fitted effect of over 60% in size
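Nucleotide exchange by EPAC1 (100 nM) on Rap1B–BODIPY-GDP (250 nM) in the presence of 50 uM GDP is tracked fluorescently at 480/540 nm over 30 min. Signals are normalized to a 6.5 mM cAMP control.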
WRN inhibitor: qHTS for Inhibitors of WRN Helicase; hit rate 0.46% among 360,000; WRN helicase unwinding, fluorescent forked duplex, kinetic; Potency, µM (titrated, usually from 114 µM), inactives show at the top dose activity change, negative = inhibition, usual class: inhibitors; Bifunctional 3'-5' exonuclease/ATP-dependent helicase WRN (Homo sapiens), Q14191; further: potency means the concentration at half of the fitted maximal effect; on the % scale 0 is the no-effect control and ±100 the full control effect; nearly all actives have a fitted effect of over 55% in size
Target sequence (Q14191 whole entry, looked up): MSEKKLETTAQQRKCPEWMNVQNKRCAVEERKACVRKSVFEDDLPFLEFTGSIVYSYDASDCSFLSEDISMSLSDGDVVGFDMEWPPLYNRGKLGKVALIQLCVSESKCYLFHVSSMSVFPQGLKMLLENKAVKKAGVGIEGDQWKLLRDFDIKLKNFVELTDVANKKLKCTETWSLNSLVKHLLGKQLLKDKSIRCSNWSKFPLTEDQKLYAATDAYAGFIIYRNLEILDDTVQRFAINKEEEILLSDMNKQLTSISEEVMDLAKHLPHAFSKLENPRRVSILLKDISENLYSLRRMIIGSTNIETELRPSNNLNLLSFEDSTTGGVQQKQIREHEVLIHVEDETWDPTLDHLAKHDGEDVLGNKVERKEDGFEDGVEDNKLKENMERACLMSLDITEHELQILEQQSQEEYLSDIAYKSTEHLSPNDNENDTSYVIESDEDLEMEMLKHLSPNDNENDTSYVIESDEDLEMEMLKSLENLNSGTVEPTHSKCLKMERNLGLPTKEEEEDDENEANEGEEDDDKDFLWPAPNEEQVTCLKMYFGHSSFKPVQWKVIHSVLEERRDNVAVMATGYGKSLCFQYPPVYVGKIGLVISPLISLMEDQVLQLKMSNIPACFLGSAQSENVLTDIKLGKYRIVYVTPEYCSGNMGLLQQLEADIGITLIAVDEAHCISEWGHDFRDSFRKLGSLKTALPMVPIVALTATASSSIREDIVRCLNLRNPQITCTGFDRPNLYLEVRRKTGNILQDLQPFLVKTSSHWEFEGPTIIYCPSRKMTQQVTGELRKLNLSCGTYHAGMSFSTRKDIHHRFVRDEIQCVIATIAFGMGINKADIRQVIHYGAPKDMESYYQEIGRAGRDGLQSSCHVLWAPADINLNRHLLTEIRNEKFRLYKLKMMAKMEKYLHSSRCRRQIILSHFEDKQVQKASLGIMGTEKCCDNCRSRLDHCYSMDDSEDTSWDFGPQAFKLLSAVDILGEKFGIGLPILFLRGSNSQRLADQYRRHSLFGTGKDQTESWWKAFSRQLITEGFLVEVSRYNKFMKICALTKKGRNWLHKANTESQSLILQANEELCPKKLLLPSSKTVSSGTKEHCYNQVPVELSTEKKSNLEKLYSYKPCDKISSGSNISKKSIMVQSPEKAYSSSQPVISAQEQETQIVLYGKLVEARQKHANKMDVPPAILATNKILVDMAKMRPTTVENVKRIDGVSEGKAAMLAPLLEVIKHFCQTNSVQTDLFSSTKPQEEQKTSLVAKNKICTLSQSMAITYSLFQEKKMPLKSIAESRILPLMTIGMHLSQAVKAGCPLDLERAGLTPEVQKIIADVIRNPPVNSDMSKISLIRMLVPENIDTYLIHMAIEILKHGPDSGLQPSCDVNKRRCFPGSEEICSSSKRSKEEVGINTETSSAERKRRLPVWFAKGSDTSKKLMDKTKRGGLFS
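Screening of the MLSMR collection measured strand separation of a quenched forked DNA duplex (100 nM) by 20 nM WRN with 2 mM ATP, all final. Compounds were preincubated with enzyme 15 min at room temperature.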
An asterisk follows results filed as active; ? = inconclusive; nt = no result given; [ ] = another dose, or the depositor's remark. Unless noted, the call rests on the fitted dose curve; in most records, active means well fitted curve in the direction sought with a large enough effect; inconclusive means small, poorly fitted or top-dose-only effect, or another doubt; inactive means no such curve, though single readings can be large; an effect the other way counts as inactive or inconclusive.

The line under a structure holds: aSyn yeast inh | PI5P4K alpha inh | WRN inhibitor | FUS yeast rescue | EPAC1 agonist | Abeta yeast res | PLK1 PBD block | IL-2 act | EPAC1 antagonist
#1 O=C(CSc1nc2ccccc2s1)c1ccc(O)cc1O
    -3% | -6 | -7% | -6% | 4% | ? | -19% | 3.5 | -18%
#2 CSc1ccc(CN2CCCN(C)CC2)cc1
    -7% | 0 | 9% | -12% | 0% | -17% | 0% | 0.4 | -5%
#3 Cc1cccc(N2CCN(C(=S)Nc3ccc4nc5n(c(=O)c4c3)CCCCC5)CC2)c1C
    1% | 1 | 1% | 21% | -1% | -19% | -19% | 1.7 | 10%
#4 Cc1noc(C)c1S(=O)(=O)Nc1ccc(C(=O)NC2CCCCC2C)cc1 (stereo unspecified)
    -1% | 2 | 1% | 13% | -5% | 17% | 2% | 2.6 | 5%
#5 COc1ccc(S(=O)(=O)N2CCOCC2)cc1NC(=O)CSc1nnc(C2CC2)n1C1CC1
    3% | -4 | 3% | 8% | -6% | 13% | 4% | 0.2 | 1%
#6 O=c1ccc2cc(S(=O)(=O)N3CCOCC3)ccc2o1
    5% | -4 | -19% | -19% | 14% | -7% | -8% | 0.3 | -3%
#7 NC(=O)c1cc(-c2ccncc2)nc2ccc(Cl)cc12
    -6% | -7 | -1% | 5% | 0% | 7% | -8% | 0.7 | -14%
#8 COCCNC(=O)C1(C)CCCN(C(=O)c2ccc3c(c2)OCO3)C1 (stereo unspecified)
    ? | 3 | 3% | -13% | -9% | -3% | 0% | -0.1 | -4%
#9 Cc1ccc(OCC(=O)NCc2ccccc2)c([N+](=O)[O-])n1
    1% | -1 | 1% | 5% | -6% | -4% | 1% | 2.2 | -10%
#10 O=c1n(-c2ccccc2)c(=O)n(Cc2ccccn2)n1Cc1ccccn1
    5% | 6 | -7% | -8% | 19% | -15% | 0% | -0.5 | ?
#11 Cc1cccc(C)c1OCC(=O)NCC1COc2ccccc2O1 (stereo unspecified)
    2% | 6 | -6% | 16% | -1% | -30% | -4% | -0.5 | -6%
#12 CCOC(=O)c1ccc(NC(=S)P(=O)(c2ccccc2)c2ccccc2)cc1
    ? | 0 | 10% | ? | 12% | 17% | 5% | -3.4 | 4%
#13 Cc1cccc(N2C(S)=C(C#N)C(=O)NC2c2cccs2)c1 (stereo unspecified)
    11% | -16 | -8% | 14% | -2% | 2% | ? | 0.2 | 8%
#14 C=CCn1c(SCC(=O)N(CC)C2CCS(=O)(=O)C2)nnc1-c1ccccc1 (stereo unspecified)
    0% | -4 | 2% | -18% | 2% | 9% | 3% | -0.1 | -9%
#15 CC(c1ccco1)N(C(=O)c1ccc(Cl)s1)c1ccccn1 (stereo unspecified)
    -2% | nt | -2% | -18% | 4% | -7% | -4% | -0.6 | 4%
#16 O=c1oc2ccccc2c(NC2CCCCC2)c1NS(=O)(=O)c1ccc(F)c(Cl)c1
    -7% | -1 | 3% | -14% | -9% | -4% | -10% | -2.6 | -23%
#17 C=CCn1c(=N)n(CC(O)c2ccco2)c2ccccc21 (stereo unspecified)
    0% | 2 | -4% | 8% | 6% | -9% | 0% | -0.5 | -2%
#18 O=C(Cc1ccc(S(=O)(=O)N2CCOCC2)s1)N1CCN(S(=O)(=O)c2ccccc2[N+](=O)[O-])CC1
    0% | 4 | 3% | 22µM* | 5% | 4% | -9% | -0.3 | 0%
#19 CCc1ccc(NC(=O)C(C)OC(=O)CCC(=O)c2cccs2)cc1 (stereo unspecified)
    -11% | 1 | -7% | -4% | -2% | -17% | 2% | -1.2 | -9%
#20 O=C(COc1ccccc1)Nc1ccc2oc(=O)ccc2c1
    -13% | -1 | -9% | 11% | 12% | 7% | -6% | 0.0 | -21%
#21 Cc1cccn2cc(CCNC(=O)c3ccc(Br)o3)nc12
    -6% | -5 | 5% | -13% | 5% | -6% | -7% | -3.6 | 14%
#22 CCOC(=O)c1ccc(NC(=O)c2cnccn2)cc1
    -3% | -7 | 2% | -6% | -3% | 13% | -1% | -3.7 | -21%
#23 CCOC(=O)C(NC(=O)Nc1ccc(F)cc1F)(Oc1ccc(F)cc1)C(F)(F)F (stereo unspecified)
    -1% | -5 | 2% | -4% | -5% | 9% | -5% | -1.8 | 5%
#24 O=C(c1cccc([N+](=O)[O-])c1)N1CCN(Cc2ccccc2)CC1
    -2% | -5 | 5% | -19% | 8% | -7% | -10% | -0.8 | -1%
#25 CCN(CC)CCN1CCn2c3c(c4cc(C)ccc42)CCCC31 (stereo unspecified)
    -1% | 4 | 21% | -21% | -14% | -15% | ? | -0.8 | 4%
#26 CC(NC(=O)Cn1ncc(Cl)c(Cl)c1=O)C12CC3CC(CC(C3)C1)C2 (stereo unspecified)
    8% | -64* | -17% | 14% | -25% | -37%[inhibitor] | ? | -2.1 | -16%
#27 Cc1ccc2occ(/C=N/NC(=O)[C@@H](N)Cc3ccccc3)c(=O)c2c1
    -25% | -22 | -13% | 3% | 3% | -50%[inhibitor] | -6% | 1.1 | -16%
#28 Cc1cc(NC(=O)c2ccco2)c(=O)n(Cc2c(F)cccc2Cl)c1
    0% | 2 | 0% | -2% | -5% | -23% | 0% | -0.6 | 11%
#29 CCOc1ccc(Nc2nc(N)c([N+](=O)[O-])c(NCc3ccccc3)n2)cc1
    9% | -2 | -11% | 1% | 2% | 4% | 1% | 3.3 | -9%
#30 CCOC(=O)[C@]12CCC=C1N(Cc1cccc3ccccc13)C(=O)[C@H](CC(=O)N1CCC(c3ccccc3)CC1)C2
    11% | 15 | 3% | 35% | -2% | 6% | 6% | 0.5 | 3%
#31 Cc1noc(/C=C/NCc2cccnc2)c1S(=O)(=O)N(C)CC(=O)N1CCc2ccccc21
    1% | 1 | -3% | 34% | 2% | 5% | -4% | -2.4 | -6%
#32 CC(C)N1C(=O)C(=O)N(CC(=O)N2CCc3ccccc32)C1=O
    4% | -1 | -4% | 6% | 7% | -4% | 9% | 0.2 | -3%
#33 CCN(CC)C(=O)Cn1cc(C(=O)C(=O)N2CCN(C)CC2)c2ccccc21
    18% | -10 | -14% | nt | -1% | 2% | -6% | 2.8 | -14%
#34 CCCn1cc(CN2CCc3ccc(NC(=O)C4CCCO4)cc3C2)c(C)n1 (stereo unspecified)
    -2% | -5 | -7% | 6% | -12% | -14% | -2% | 2.5 | 3%
#35 Cc1ccc(S(=O)(=O)N2CCOCC2)cc1C(=O)NC1=NCCS1
    8% | 1 | 4% | 1% | 5% | 7% | -6% | -0.1 | -17%
#36 CCOC(=O)Nc1ccc2c(c1)N(C(=O)C(C)N1CCCC1)c1ccccc1CC2 (stereo unspecified)
    -1% | nt | -6% | 8% | -6% | 14% | 2% | -0.5 | 3%
#37 CC(=O)Nc1ccc(S(=O)(=O)N(C)S(=O)(=O)c2ccc(F)cc2)cc1
    8% | nt | 1% | 6% | 1% | 13% | 1% | 3.7 | 2%
#38 CC(C)c1nc2cc(C(=O)N3CCNC(=O)C3c3cccc(F)c3)ccc2o1 (stereo unspecified)
    -1% | -1 | 9% | -21% | -6% | 5% | -1% | -1.1 | -16%
#39 CCN(CC)c1nc(-c2ccccc2)ncc1S(=O)(=O)c1ccc(C)cc1
    4% | 16 | -8% | 28% | 0% | 5% | 10% | 0.6 | -26%
#40 COCCCNC(=S)N(Cc1ccccc1)Cc1nc2ccccc2c(=O)[nH]1
    3% | 15 | 6% | 18% | 5% | -5% | -1% | -5.1 | 12%
#41 Cc1n[nH]c(C)c1NC(=O)CN1CCN(S(=O)(=O)c2ccc(C(F)(F)F)cc2)CC1
    8% | 8 | -2% | -10% | -5% | -11% | -6% | 0.3 | -5%
#42 CCNC(=O)COc1ccc(F)cc1C(=O)c1cnn(-c2ccccc2)c1
    3% | ? | 2% | -7% | 8% | 1% | -5% | 1.6 | -10%
#43 CC(Oc1ccc(Cl)cc1)C(=O)Nc1ncccn1 (stereo unspecified)
    -8% | nt | 1% | -5% | 2% | -1% | ? | -1.9 | 1%
#44 Cc1ccc(CN2C(=O)c3ccccc3C2c2nnnn2-c2ccc3c(c2)OCCO3)cc1 (stereo unspecified)
    -8% | 0 | -9% | ? | -8% | 22% | -9% | 0.2 | -7%
#45 CCOc1ccccc1NC(=O)C1CCCN(S(=O)(=O)c2cccc3nsnc23)C1 (stereo unspecified)
    -8% | 1 | 5% | 13% | 10% | 0% | 2% | 0.7 | -4%
#46 Cc1ccc(C(=O)COC(=O)c2ccccc2NC(=O)c2ccccc2)cc1[N+](=O)[O-]
    -5% | 3 | -28%[57.1 µM] | -11% | 2% | 3% | -1% | -2.0 | 1%
#47 CC(=O)n1nc(-c2ccccc2)nc1NCc1cccs1
    3% | 1 | 2% | -14% | -2% | 4% | -2% | -0.3 | 3%
#48 COc1ccc(CCNC(=O)CSc2n[nH]c(N)n2)cc1OC
    6% | 4 | -10% | -5% | 6% | -13% | -1% | 0.1 | -4%
#49 CC(=O)C1=C(O)C(=O)N(CCCn2ccnc2)C1c1ccc(Cl)cc1 (stereo unspecified)
    -3% | -4 | 8% | -14% | -22% | 8% | -5% | -2.2 | -5%

Fetched one by one from above, 2 records:
The line under a structure holds: aSyn yeast inh | PI5P4K alpha inh | WRN inhibitor | FUS yeast rescue | EPAC1 agonist | Abeta yeast res | PLK1 PBD block | IL-2 act | EPAC1 antagonist
#2 CSc1ccc(CN2CCCN(C)CC2)cc1
    -7% | 0 | 9% | -12% | 0% | -17% | 0% | 0.4 | -5%
#42 CCNC(=O)COc1ccc(F)cc1C(=O)c1cnn(-c2ccccc2)c1
    3% | ? | 2% | -7% | 8% | 1% | -5% | 1.6 | -10%

Compounds as they come, and some 4.1% of all compounds hit somewhere here.
